Screening results (PubChem)
RGS7-Gao reg = RGS7-Galphao binding modulators, primary screen, biochemical, multiplexed bead flow cytometry. Guanine nucleotide-binding protein G(o) subunit alpha (Homo sapiens), P09471. actives lie on both sides. binding response (% of control), % at 10 µM. 220,000 compounds, 0.35% hits. AID 1439, 2008; in the data active = binding response below about 49% or above about 150%; inconclusive = no clear call, values can overlap the other calls; inactive = in between;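 note: fluorescent Galphao held in activated GDP-AlF4 state binding bead-coupled RGS7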
Mcl-1 Bim block = inhibitors of Bim peptide binding to Mcl-1, primary screen, biochemical, bead-based flow cytometry, multiplex; AID 1009, 2008; 190,000 compounds, 0.1% hits; Induced myeloid leukemia cell differentiation protein Mcl-1 (Homo sapiens), Q07820; Bim peptide-Mcl-1 binding; inhibition, % at 10 µM;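 note: 0% = no compound tracer wells and 100% = peptide blocker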
Bcl-B Bim block = inhibitors of Bim-Bcl-B binding, primary screen, biochemical, multiplexed, human Bcl-2 family. Bcl-2-like protein 10 (Homo sapiens), Q9HD36. bead-based flow cytometry, Bim peptide-Bcl-B binding. inhibition, % at 10 µM. 190,000 compounds, 0.073% hits. AID 951, 2007;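 note: 0% = tracer peptide without compound and 100% = reference inhibitor peptide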
Target sequence (Q9HD36 whole entry, looked up): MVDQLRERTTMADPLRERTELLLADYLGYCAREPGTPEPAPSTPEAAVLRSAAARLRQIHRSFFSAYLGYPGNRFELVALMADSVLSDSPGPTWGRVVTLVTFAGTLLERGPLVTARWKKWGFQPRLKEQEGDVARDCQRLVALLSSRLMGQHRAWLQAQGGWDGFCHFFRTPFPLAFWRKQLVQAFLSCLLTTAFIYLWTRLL
ABCB1 block = ABCB1 efflux pump inhibitors, primary screen, cell-based, multiplex, flow cytometry, ABCG2 counter-screen; ATP-dependent translocase ABCB1 (Homo sapiens), P08183; CCRF-Adr cells, JC-1 efflux; inhibition, % at 6.6 µM; 190,000 compounds, 0.067% hits; in the data active = inhibition above about 40%;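 note: 0% = vehicle and 100% = reference inhibitor; higher value means more JC-1 retained so stronger ABCB1 efflux block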
ABCG2 block = ABCG2 efflux pump inhibitors, primary screen, multiplex with ABCB1, IgMXP3 cells, flow cytometry; JC-1 efflux; 190,000 compounds, 0.1% hits; Broad substrate specificity ATP-binding cassette transporter ABCG2 (Homo sapiens), Q9UNQ0; inhibition, % at 6.6 µM;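 active = inhibition above 80%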;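 note: 0% = DMSO and 100% = nicardipine control wells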
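material = IgMXP3 (ABCG2) plus far-red-tagged CCRF-Adr (ABCB1) cells | amount = 3 million cells/mL, equal mix of both lines | also added = JC-1 transporter substrate | dosing = one concentration, 6.6 µM final | schedule = 10 min at 25 °C | measured by = flow cytometric JC-1 green MFI at 530 nm | read-out basis = percent efflux inhibition, scaled nicardipine 100% to DMSO 0%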
Bcl-2 Bim block = inhibitors of Bim-Bcl-2 binding, primary screen, biochemical, multiplexed, human Bcl-2 family; Apoptosis regulator Bcl-2 (Homo sapiens), P10415; Bead-based flow cytometry, Bim peptide-Bcl-2 binding; inhibition, % at 10 µM; 190,000 compounds, 0.06% hits; AID 950, 2007; in the data active = inhibition above about 40%; inconclusive = no clear call, values can overlap the other calls;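 note: 0% = no compound wells with probe peptide and 100% = reference peptide inhibitor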
Target sequence (P10415 whole entry, looked up): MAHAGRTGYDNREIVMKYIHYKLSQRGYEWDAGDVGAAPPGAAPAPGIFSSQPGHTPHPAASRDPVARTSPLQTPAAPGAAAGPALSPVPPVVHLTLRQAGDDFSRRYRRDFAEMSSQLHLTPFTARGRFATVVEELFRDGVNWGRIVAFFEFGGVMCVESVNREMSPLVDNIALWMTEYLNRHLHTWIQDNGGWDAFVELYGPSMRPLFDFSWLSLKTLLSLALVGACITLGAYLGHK
RGS4-Gao reg = modulators of RGS4 binding to Galphao, primary screen, biochemical, multiplexed bead flow cytometry. Guanine nucleotide-binding protein G(o) subunit alpha (Homo sapiens), P09471. actives lie on both sides. binding response (% of control), % at 10 µM. 220,000 compounds, 0.33% hits. AID 1415, 2008; in the data active = binding response below about 49% or above about 150%; inactive = in between;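 note: fluorescent Galphao activated with aluminum fluoride binding bead-coupled RGS4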
Bim-Bcl-XL = inhibitors of Bim-Bcl-XL binding, primary screen, biochemical, multiplexed, bead flow cytometry, human Bcl-XL; Bcl-2-like protein 1 (Homo sapiens), Q07817; Bim peptide-Bcl-XL binding, fluorescence; inhibition, % at 10 µM; 190,000 compounds, 0.04% hits
Target sequence (Q07817 whole entry, looked up): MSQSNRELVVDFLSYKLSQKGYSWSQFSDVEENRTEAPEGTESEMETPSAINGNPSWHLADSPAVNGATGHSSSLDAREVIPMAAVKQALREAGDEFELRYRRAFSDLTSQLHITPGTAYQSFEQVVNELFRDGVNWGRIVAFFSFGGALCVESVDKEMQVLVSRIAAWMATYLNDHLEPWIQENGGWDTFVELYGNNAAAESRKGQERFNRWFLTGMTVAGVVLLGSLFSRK
RGS8-Gao = RGS8-Galphao binding modulators, primary screen, biochemical, multiplexed bead flow cytometry; Guanine nucleotide-binding protein G(o) subunit alpha (Homo sapiens), P09471; response (percent of control binding), % at 10 µM; AID 1423, 2008; 220,000 compounds, 0.34% hits; actives lie on both sides; in the data active = response below about 60% or above about 140%; inactive = in between;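 note: Galphao activated as the GDP aluminium fluoride complex binding bead-coupled RGS8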
Bfl-1 Bim block = inhibitors of Bim binding to Bfl-1, primary screen, biochemical, multiplexed, bead-based flow cytometry; Bim-Bfl-1 binding inhibition; inhibition, % at 10 µM; 190,000 compounds, 0.12% hits;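 note: 0% = wells without compound plus tracer and 100% = blocker peptide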
Bim-Bcl-W = inhibitors of Bim binding to Bcl-W, primary screen, biochemical, multiplexed, bead-based flow cytometry. Bim peptide-Bcl-W binding. Bcl-2-like protein 2 (Homo sapiens), Q92843. 190,000 compounds, 0.02% hits. AID 952, 2007. inhibition, % at 10 µM;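 note: 0% = bound tracer without compound and 100% = peptide blocker; higher means less fluorescent Bim peptide bound to Bcl-W beads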
Target sequence (Q92843 whole entry, looked up): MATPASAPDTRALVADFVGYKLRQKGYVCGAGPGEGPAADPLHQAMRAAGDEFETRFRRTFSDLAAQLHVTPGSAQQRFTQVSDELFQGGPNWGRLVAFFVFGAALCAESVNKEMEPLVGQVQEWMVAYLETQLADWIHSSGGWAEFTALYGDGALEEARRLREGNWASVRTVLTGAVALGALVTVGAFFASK
Numbers without * were called inactive; ? = inconclusive. Cut-off read from the data, not from the text of the source, unless noted: active = inhibition above about 40%.

Values run as follows: Bcl-2 Bim block	Bim-Bcl-XL	ABCG2 block	RGS7-Gao reg	Bfl-1 Bim block	RGS4-Gao reg	ABCB1 block	Mcl-1 Bim block	Bcl-B Bim block	RGS8-Gao	Bim-Bcl-W
1: Cc1ccccc1NC(=O)NCCCN1CCN(c2ccccc2)CC1
    -5	-3	15	105	-13	103	0.5	0	-7	102	0
2: COc1ccc(OCC(=O)Nc2nonc2NC(=O)COc2ccc(OC)cc2)cc1
    0	-1	24	101	-2	101	1.1	2	-3	99	0
3: COc1ccc(NC(=O)Cn2c(=O)n(CC(=O)NCc3ccco3)c(=O)c3ccccc32)cc1OC
    -8	0	3	108	-13	105	0.6	-2	-9	102	-1
4: COCc1cc(C)nc(OCC(=O)N/N=C/c2ccc(-c3cccc([N+](=O)[O-])c3)o2)c1C#N
    0	3	-1	102	5	98	-0.3	0	2	98	3
5: Cc1noc(C)c1S(=O)(=O)N1CCCC(C(=O)NC2CCCCC2)C1 (stereo unspecified)
    -6	-17	0	101	-12	102	0.5	0	-6	99	0
6: CN1CCN(c2ccc(NC(=O)c3ccc(C#N)cc3F)cc2Cl)CC1
    -3	-1	6	101	-7	98	0.0	2	-6	101	-2
7: O=C(O)CNC(=O)CC1S/C(=N/N=C2\CSC(=O)N2)NC1=O (stereo unspecified)
    -3	-2	2	98	-9	94	0.9	-3	-12	100	-2
8: CCOC(=O)C1(Cc2ccccc2Cl)CCN(S(C)(=O)=O)CC1
    5	1	0	100	-2	100	0.4	4	1	102	2
9: O=C(CS(=O)(=O)c1ccccc1)Nc1ccc(S(=O)(=O)Nc2ccccn2)cc1
    0	-3	-1	102	-5	100	0.5	0	-4	102	-1
10: O=C(CN1CCOc2ccccc21)N1CCCC1
    0	-3	5	99	-2	99	0.8	-6	-5	100	-7
11: Clc1ccc(-c2nnc3n2CCCCS3)cc1
    -1	-2	9	100	0	101	1.8	0	0	101	0
12: Cc1cccc(C)c1-n1nnnc1C1(Nc2ccccc2)CCCCC1
    -10	-2	2	103	-10	108	0.7	-2	-10	102	3
13: O=C(COC(=O)CCc1ccc(S(=O)(=O)N2CCOCC2)cc1)NCc1ccc(Cl)cc1
    0	0	10	?	-1	97	1.2	0	0	100	1
14: O=C1CCC(=O)N1CCCCCc1nc(-c2ccccc2)no1
    -8	-16	2	98	-12	98	0.3	-6	-7	97	-2
15: CCCc1nc(N2CCN(C)CC2)c2sc(=S)n(-c3ccccc3)c2n1
    -4	-2	-2	98	-11	101	-2.4	0	-7	101	1

Some of the entries so far, with bars between the fields:
# | molecule | Bcl-2 Bim block | Bim-Bcl-XL | ABCG2 block | RGS7-Gao reg | Bfl-1 Bim block | RGS4-Gao reg | ABCB1 block | Mcl-1 Bim block | Bcl-B Bim block | RGS8-Gao | Bim-Bcl-W
10 | O=C(CN1CCOc2ccccc21)N1CCCC1 | 0 | -3 | 5 | 99 | -2 | 99 | 0.8 | -6 | -5 | 100 | -7
11 | Clc1ccc(-c2nnc3n2CCCCS3)cc1 | -1 | -2 | 9 | 100 | 0 | 101 | 1.8 | 0 | 0 | 101 | 0

(more compounds)
Values run as follows: Bcl-2 Bim block	Bim-Bcl-XL	ABCG2 block	RGS7-Gao reg	Bfl-1 Bim block	RGS4-Gao reg	ABCB1 block	Mcl-1 Bim block	Bcl-B Bim block	RGS8-Gao	Bim-Bcl-W
16: O=C(O)C(=O)/C(=C\c1cccc2ccccc12)c1ccc2ccccc2n1
    -2	0	2	95	-8	99	0.3	0	-2	101	0
17: CCCNC(=O)Cn1nc([N+](=O)[O-])c([N+](=O)[O-])c1C
    -7	-4	1	100	-12	100	0.3	-1	-5	106	-2
18: CC1CCCC(NC(=S)NC(=O)c2cncc(Br)c2)C1C (stereo unspecified)
    -1	-1	7	98	2	99	0.5	-2	-3	99	-2
19: C=CCn1c(SCC(=O)c2c(N)n(C)c(=O)n(C)c2=O)nnc1-c1ccncc1
    -4	-3	0	105	-3	102	0.0	-1	-3	101	-2
20: Cc1ccc(Cl)cc1NC(=S)N(CCN(C)C)Cc1cccs1
    -4	-5	8	?	-8	100	2.4	-6	-10	99	-2
21: CCOc1cc(CN2CCCC(C(=O)c3cccc(C(F)(F)F)c3)C2)ccc1O (stereo unspecified)
    -3	-3	2	101	-7	103	0.5	0	-4	104	0
22: CC(=O)OCC1(C)CN(c2ccccc2)N(C(=O)c2ccc(C(C)(C)C)cc2)C1=O (stereo unspecified)
    -1	-3	-1	99	-3	105	-0.2	0	-3	100	-1
23: COC(=O)c1[nH]c2ccccc2c1NC(=O)CN1CCN(C(=O)c2ccco2)CC1
    -7	-3	3	98	-11	101	1.2	0	-5	101	0
24: O=C(CCSc1nnc(-c2ccncc2)o1)Nc1cccc(Cl)c1
    -1	0	1	100	-3	103	0.1	3	-2	100	-2
25: O=C(NC1CCCCC1)N1CCN(Cc2ccco2)CC1
    0	-3	0	105	-6	103	0.1	0	-3	102	-1
26: OCCC1CN(C2CCSCC2)CCN1C1CCCC1 (stereo unspecified)
    -6	-3	2	106	-6	103	0.9	0	-7	104	-1
27: CNC(=O)N1c2ccccc2NC(=O)CC1C (stereo unspecified)
    -2	-2	1	?	-5	69	0.2	-1	-4	74	-3
28: O=c1cnnc(N/N=C/C2CC=CCC2)[nH]1 (stereo unspecified)
    -1	-4	3	113	-5	110	1.5	-4	-4	108	-2
29: Cc1cccc(C(=O)OCC(=O)NCCCc2ccccc2)c1
    -1	1	2	99	2	101	0.1	-1	0	104	0
30: CCCn1c(SCC(=O)Nc2nc3ccccc3s2)nc2c1c(=O)n(C)c(=O)n2C
    -2	-4	4	100	-6	101	1.1	3	0	102	3
31: CCCS(=O)(=O)N1CCC(C(=O)NCCc2ccc(C)cc2)CC1
    -6	-1	8	103	-7	103	0.8	0	-4	105	1
32: Cn1c(=O)c2c(ncn2Cc2ccccc2)n(C)c1=O
    0	-8	0	96	-2	93	-0.3	-5	-6	99	-5
33: Nc1nc(SCC(=O)N2CCOCC2)[nH]c(=O)c1-c1ccccc1
    -2	-2	-1	?	-3	100	-0.4	-3	-4	98	-3
34: Cc1sc2ncnc(N[C@@H](Cc3c[nH]c4ccccc34)C(=O)O)c2c1C
    6	3	12	96	5	95	-0.5	2	6	96	2
35: COc1cccc(C(c2sc3nc(C)nn3c2O)N2CCC3(CC2)OCCO3)c1 (stereo unspecified)
    -6	-6	2	99	-8	99	0.2	-3	-9	99	-6
36: O=S(=O)(c1ccc2c(c1)nc1n2CCC1)N1CCOCC1
    -13	-8	-5	100	-18	101	-0.4	-3	-12	100	-4
37: CC(=O)c1cccc(NC(=O)CC2SC(N3CCCCC3)=NC2=O)c1 (stereo unspecified)
    0	1	2	102	0	100	0.1	-2	0	99	-1
38: O=C(CN1C(=O)CCSc2ccccc21)Nc1ccccc1
    -5	-6	10	95	-9	100	2.6	1	-7	102	-2
39: N#Cc1nc(COc2ccc(Cl)cc2)oc1N1CCN(Cc2ccccc2)CC1
    -6	-2	1	102	-12	101	0.2	1	-5	101	1
40: O=C(CSC1=Nc2ccccc2C2=NC(c3ccccc3)C(=O)N12)NC1CCCCC1 (stereo unspecified)
    -8	6	1	109	-8	115	0.6	2	-6	110	1
41: COc1ccc(/C=N/N2CCN(C3c4ccccc4-c4ccccc43)CC2)cc1OC
    -8	-9	2	101	-9	100	1.0	-7	-10	100	-7
42: N#C/C(=C\c1ccc(OCc2ccccc2)cc1)C(=O)Nc1nc2c(s1)CCN(Cc1ccccc1)C2
    -2	-6	-2	93	-8	102	-0.9	0	-6	93	-2
43: CS(=O)(=O)N1CCN(c2ccccc2NC(=O)Cc2ccccc2)CC1
    -11	-9	31	101	-18	100	1.4	-3	-10	101	0
44: O=C(COC(=O)CSc1nnc(-c2ccc(Cl)cc2)o1)NCc1ccc2c(c1)OCO2
    -8	-2	8	100	-9	96	1.2	-1	-5	95	-1
45: CCc1ccc(NC(=O)C(=O)NCC2CCCO2)cc1 (stereo unspecified)
    0	-3	3	102	-6	101	0.1	-1	-4	103	-1
46: Cc1ccccc1Nc1nnc(SCC(=O)Nc2ccccc2[N+](=O)[O-])s1
    -7	-8	5	93	-11	92	0.5	-4	-15	99	-6
47: CCOC(=O)NC1(C(F)(F)F)C(=O)N(Cc2ccccc2)C2=C1C(=O)CC(C)(C)C2 (stereo unspecified)
    -1	2	2	107	-3	107	0.8	-1	-4	100	0
48: CCOc1ccccc1C(=O)NC1CCN(Cc2nnnn2C2CCCC2)CC1
    -7	-12	16	102	-10	102	1.8	0	-6	102	0
49: COC(=O)c1cc(OC)nc2c1c(=O)n(C)c(=O)n2C
    2	2	1	100	3	102	-0.1	0	0	102	2
50: CCOc1ncccc1C(=O)NCc1ccccc1Cl
    0	-1	7	104	-2	106	1.7	0	0	104	4
51: COc1ccc(C(=O)CSc2ncn[nH]2)cc1OC
    0	0	2	94	-3	93	0.5	0	0	97	3
52: Cc1ccc(NC(=S)N(CCCN2CCOCC2)Cc2cccs2)c(C)c1
    -4	-8	-1	107	0	97	0.1	-9	-26	99	-2
53: Cc1ccc(C2N3CC4([N+](=O)[O-])CN2CC([N+](=O)[O-])(C3)C4(C)C)cc1 (stereo unspecified)
    1	-2	9	98	1	86	2.1	-1	-3	97	0
54: COc1cc(C)nc(Oc2ccc(OCCOc3ccccc3)nn2)n1
    -5	-3	3	87	-7	92	0.6	-4	-4	97	-3
55: CCc1ccc(OCCNC(=O)c2ccccc2SCc2ccccc2)cc1
    -8	0	44	99	-14	101	16	-3	-6	101	1
56: COc1ccc2[nH]cc(CCNS(=O)(=O)c3ccccc3)c2c1
    -7	-1	4	102	-5	100	0.4	-1	-4	103	-1
57: Nc1cc(OC(=O)c2ccccc2Br)nn1S(=O)(=O)c1ccccc1
    13	3	-1	105	12	103	-0.3	4	-4	102	6
58: O=C(NC1CCCCC1)NC1(C(=O)N2CCN3CCCC3C2)CCCCC1 (stereo unspecified)
    -6	-8	1	102	-17	103	-0.7	-4	-5	104	-2
59: O=C(NCc1cccs1)C1CCN(S(=O)(=O)c2ccc3c(c2)OCCO3)CC1
    -13	-8	1	101	-12	96	0.4	-1	-8	96	0
60: Cc1cc(C)n2nc(C(=O)OCCOc3cccc(Br)c3)nc2n1
    -5	-24	3	102	-10	103	0.7	-3	-7	102	3
61: CCCCSc1nc2c(cnn2-c2ccc(C)c(C)c2)c(=O)[nH]1
    -7	-5	2	98	-11	98	0.1	0	-2	101	0
